Giardia kill – Small Molecules that selectively kill Giardia lamblia: qHTS. AID 540267, 2011. 0.15% of 340,000 active. activity change, % at 7.66 µM, hits read low. Giardia lamblia trophozoite viability; in the data active means activity change below about -80%; inconclusive means between about -30% and that limit;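 further: parasites exposed to compound for two days anaerobically before the ATP read; on the % scale 0 is the no-effect control and ±100 the full control effect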
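Compounds were tested on trophozoites seeded at 100 cells/well and held 48 hrs at 37 deg C anaerobically. An ATP-based luminescent kit measured the remaining live cells.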
KCNH2 WT inh – qHTS for Inhibitors of KCHN2 3.1: Wildtype qHTS. Voltage-gated inwardly rectifying potassium channel KCNH2 (Homo sapiens), Q12809. U2OS, BacMam KCNH2, thallium flux FluxOr; active compounds read low. activity change, % at 1.84 µM. 0.37% of 340,000 active. AID 720551, 2013;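 active means maximum activity change below -70%; inconclusive means maximum activity change between -70% and -50%; inactive means maximum activity change above -50%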; further: on the % scale 0 is the no-effect control and ±100 the full control effect
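U2OS cells were transduced with wild-type KCNH2 virus (2.03 x 10^8 / mL) for 4 h at room temperature, then cultured overnight at 37 C. Thallium flux was read with FluxOr dye. Rate constants were normalized to DMSO controls.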
KCNH2 3.1 inh – qHTS for Inhibitors of KCHN2 3.1: Mutant qHTS; U2OS KCNH2 3.1, thallium flux FluxOr; active compounds read low; 0.95% of 340,000 active; Potassium voltage-gated channel subfamily H member 2, brain isoform KCNH2 3.1 (human); activity change, % (tested at about 1.8 µM); AID 720553, 2013;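 active means maximum activity change below -70%; inconclusive means maximum activity change from -70% to -50%; inactive means maximum activity change above -50%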;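 further: thallium influx rate constant from kinetic fluorescence after stimulation buffer; on the % scale 0 is the no-effect control and ±100 the full control effect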
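Steps: virus added to U2OS suspension (4 h, RT, dark); medium with 10% FBS added, cells plated, 37 C overnight; FluxOr/Red40 loading buffer 45 min RT; stimulation buffer, 2 min kinetic read; rate constant normalized.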
Menin MLL FP TR – qHTS Assay for Inhibitors Targeting the Menin-MLL Interaction in MLL Related Leukemias: Competition With Texas Red Labeled MLL-derived Mutant Peptide; O00255; Potency, µM (doses to about 61.6 µM), inactives show at the highest dose FP activity change, negative = inhibition, actives largely listed as inhibitors; AID 1768, 2009; 0.23% of 270,000 active; Menin + Texas Red MLL mutant peptide, fluorescence polarization; active means well fitted inhibition curve with a large enough effect in the polarisation, with a control signal flat, not every such curve was filed as active; inconclusive means small, poorly fitted or top-dose-only effect, or effect the other way, or a change in a side signal; inactive means no such curve, though single readings can be large or run the other way; the % refers to the polarisation; further: potency means the concentration at half of the fitted maximal effect; % of control where 0% means no effect; many of its hits are not listed in these tables
CXXC DNA block – qHTS Fluorescence Polarization Assay for Inhibitors of MLL CXXC domain - DNA interaction. Potency, µM (titrated, usually from 115 µM), inactives show at the highest dose activity change, negative = inhibition, hits mostly inhibitors. Histone-lysine N-methyltransferase 2A (Homo sapiens), Q03164. 0.037% of 290,000 active. MLL-CXXC / FITC-HOXA9 DNA fluorescence polarization; active means well fitted inhibition curve with a large enough effect in the polarisation, with a control signal flat, not every such curve was filed as active; inconclusive means small, poorly fitted or top-dose-only effect, or effect the other way, or a change in a side signal; inactive means no such curve, though single readings can be large or run the other way; the % refers to the polarisation; further: potency means the concentration at half of the fitted maximal effect
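Fluorescence polarization: 7 uM MLL-CXXC (stock) preincubated 5 min with compounds, then 50 nM fluorescein-HOX-A9 DNA (stock) added; 30 min ambient. Buffer 50 mM Tris-HCl pH 7.5, 50 mM NaCl, 1 mM DTT, 0.05% BSA.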
PKM2 act – qHTS Assay for Activators of Human Muscle isoform 2 Pyruvate Kinase. Pyruvate kinase PKM (Homo sapiens), P14618. purified PKM2, Kinase-Glo ATP luminescence, activation; response scale: 0% is enzyme alone, no compound. Potency, µM (top dose mostly 57.5 µM), without a hit: top-dose activation, hits mostly activators. 0.34% of 260,000 active. AID 1631, 2009; further: potency means the concentration at half of the fitted maximal effect; on the % scale 0 is the no-effect control and ±100 the full control effect; nearly all actives have a fitted effect of over 55% in size
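ATP formation by purified human PK-M2, quantified via coupled luciferase luminescence after 1 h at room temperature with 0.1 mM ADP and 0.5 mM PEP final.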
GALK inhibitor – qHTS Assay for Inhibitors of Human Galactokinase (GALK). 0.007% of 270,000 active. Purified GALK, Kinase-Glo residual ATP luminescence. AID 1868, 2009. Potency, µM (doses to about 57.5 µM), for inactives: at the highest dose activity change, negative = inhibition, actives largely listed as inhibitors; further: potency means the concentration at half of the fitted maximal effect; on the % scale 0 is the no-effect control and ±100 the full control effect
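Luminescence from leftover ATP (Ultra-Glo luciferase/luciferin) served as read-out after a 1 h room-temperature reaction of 5 nM GALK with 35 uM ATP and 100 uM galactose.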
USP2a inh – qHTS Assay for Inhibitors of Ubiquitin-specific Protease USP2a Using CHOP2 as the Reporter | Ubiquitin carboxyl-terminal hydrolase 2 (Homo sapiens), O75604 | USP2 core, Ub-CHOP2 coupled fluorogenic reporter, 485/531 | Potency, µM (top dose mostly 38.3 µM), for the others: at the highest dose activity change, negative = inhibition, usual class: inhibitors | 0.01% of 330,000 active;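 further: potency means the concentration at half of the fitted maximal effect; plate controls were DMSO wells for no effect and full inhibition by NEM control for full effect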
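Deubiquitinase activity read as fluorescence (485/531 nm) after Ub-CHOP2 cleavage activates the enterokinase reporter on its substrate; USP2 core 10nM, Ub-CHOP2 and substrate 25nM each, 30min compound preincubation then 60min RT; data normalized to NEM, curves fitted.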
FBPA coupling cs – qHTS Assay for Inhibitors of Fructose-1,6-bisphosphate Aldolase from Giardia Lamblia: Coupling assay counterscreen; activity change, negative = inhibition, % at 58.2 µM, hits read low; AID 2472, 2010; coupling enzyme system counterscreen, AmpLite Red fluorescence; 0.67% of 290,000 active; in the data active means activity change below about -30%; further: on the % scale 0 is the no-effect control and ±100 the full control effect
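Coupling enzymes only (glyceraldehyde-3-phosphate) + compound, at 57.5 uM final, 10 min RT; add substrate/coupling/AmpLite Red mix, 20 min RT; fluorescence ex 525/em 598 nm. Actives flag coupling-system interference.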
TRPV1 ag – HTS Assay for Compounds that Act as Agonists of the Vanilloid Receptor 1; TRPV1-expressing cells, Fluo-8 calcium influx, agonist mode; Transient receptor potential cation channel subfamily V member 1 (Homo sapiens), Q8NER1; activation, % at 8.33 µM; 0.19% of 320,000 active; in the data active means activation above about 80%; inconclusive means between about 30% and that limit; further: 0% is about no effect
Target sequence (Q8NER1 whole entry, looked up): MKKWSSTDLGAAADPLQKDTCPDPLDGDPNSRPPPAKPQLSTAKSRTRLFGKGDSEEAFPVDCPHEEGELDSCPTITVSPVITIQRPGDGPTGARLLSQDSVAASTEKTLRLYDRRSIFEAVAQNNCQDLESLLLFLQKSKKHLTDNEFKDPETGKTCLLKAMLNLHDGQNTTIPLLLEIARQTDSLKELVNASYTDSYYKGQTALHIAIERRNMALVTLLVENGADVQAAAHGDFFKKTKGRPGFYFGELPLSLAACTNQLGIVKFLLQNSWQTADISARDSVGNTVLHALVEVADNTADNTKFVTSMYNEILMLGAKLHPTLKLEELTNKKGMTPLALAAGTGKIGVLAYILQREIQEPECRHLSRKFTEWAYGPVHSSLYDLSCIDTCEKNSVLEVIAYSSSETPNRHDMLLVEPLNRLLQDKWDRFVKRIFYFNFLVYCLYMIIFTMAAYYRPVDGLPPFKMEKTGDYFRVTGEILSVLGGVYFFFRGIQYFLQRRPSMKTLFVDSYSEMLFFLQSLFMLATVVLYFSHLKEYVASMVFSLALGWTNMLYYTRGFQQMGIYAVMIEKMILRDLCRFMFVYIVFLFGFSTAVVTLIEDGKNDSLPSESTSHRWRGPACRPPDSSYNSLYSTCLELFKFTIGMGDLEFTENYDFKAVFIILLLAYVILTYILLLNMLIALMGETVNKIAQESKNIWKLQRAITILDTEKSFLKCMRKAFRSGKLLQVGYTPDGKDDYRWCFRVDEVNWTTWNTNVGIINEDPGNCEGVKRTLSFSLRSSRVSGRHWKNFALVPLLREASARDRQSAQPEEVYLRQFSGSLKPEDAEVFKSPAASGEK
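Cells expressing TRPV1 were dye-loaded with Fluo-8 and read kinetically: 10 s baseline, 3 min after compound (agonist portion), then 2 min after EC20 capsaicin (allosteric enhancer portion). Calcium-bound dye fluorescence at 480/520 nm.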
B2AR arrestin – qHTS assay of beta-arrestin-biased ligands of beta2-adrenergic receptor. Potency, µM (titrated, usually from 46.1 µM), without a hit: top-dose activation, most hits filed as activators. AID 492947, 2010. Beta-2 adrenergic receptor (Homo sapiens), P07550. 0.02% of 330,000 active. beta-arrestin recruitment to beta2AR, cell-based reporter;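 further: potency means the concentration at half of the fitted maximal effect; 0% = DMSO controls and full agonism = EC100 isoproterenol or metaproterenol; nearly all actives have a fitted effect of over 65% in size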
Active calls of the source: *; ? = inconclusive; / = not tested or not shown; & = joins results of further samples; [ ] = dose if it differs, or a comment. Unless noted, the call rests on the fitted dose curve; in most records, active means well fitted curve in the direction sought with a large enough effect; inconclusive means small, poorly fitted or top-dose-only effect, or another doubt; inactive means no such curve, though single readings can be large; an effect the other way counts as inactive or inconclusive.

SMILES	Giardia kill	KCNH2 WT inh	KCNH2 3.1 inh	Menin MLL FP TR	CXXC DNA block	PKM2 act	GALK inhibitor	USP2a inh	FBPA coupling cs	TRPV1 ag	B2AR arrestin
COCCCNCCCCSc1ccc(Cl)cc1	6.1	6.9	-0.6	-11.2%	9.0%	9.1%	-0.2%	-0.8%	2.4	1.0	0.3%
Cc1cc(NC(=O)c2ccc(Br)c(S(=O)(=O)N3CCCC3)c2)no1	20.1	-3.4	0.7	-10.7%	9.9%	1.3%	0.2%	-0.9%	0.6	0.3	0.1%
COc1ccc(NS(=O)(=O)c2ccc(N3CCOCC3)c(NC(=O)c3cccc(F)c3)c2)cc1	14.9	-10.6	/	3.0%	-3.1%	-6.7%	1.6%	2.2%	-0.2	-3.7	-0.1%
O=C(CN1CCc2ccccc21)NC(=O)NC1CCCCC1	36.3[activator]	-7.1	-9.1	/	7.4%	1.9%	-2.2%	-1.1%	-0.9	22.7	-0.4%
COc1ccc(NC(C)=[N+](C)CCNS(=O)(=O)c2ccc(Cl)cc2)cc1Cl	10.0	6.5	-2.0	-4.4%	-3.1%	-1.6%	5.8%	0.2%	-0.9	-3.4	0.5%
COc1ccc(-n2nc(C(=O)NCC(=O)N3CC(C)CC(C)C3)c3ccccc3c2=O)cc1OC (stereo not given)	-4.6	-1.3	9.2	/	13.1%	/	3.5%	2.0%	1.8	-0.8	-1.1%
CC(C)c1ccc(CCNC(=O)CSC(=S)N2CCCC2)cc1	-15.0	-9.4	-12.1	/	/	/	/	-1.3%	/	?	0.1%
Cc1ccccc1S(=O)(=O)c1c(C)cc(C)n(C(C)C)c1=O	-11.0	-7.7	3.2	0.9%	0.5%	-6.7%	3.5%	1.3%	-1.6	?	-0.5%
Cn1c(CNC(=O)Nc2ccccc2Cl)nnc1SCc1ccccc1	-3.3	-7.5	11.5	-15.8%	3.6%	1.0%	-0.3%	0.6%	-4.7	6.2	0.4%
CCOC(=O)c1ccc(NCc2nc3ccccc3[nH]2)cc1	-11.0	-5.1	-3.9	12.6%	-1.9%	6.0%	-2.6%	-0.9%	0.4	29.6	-1.2%
Nc1ccccc1Sc1ccc(C(=O)c2ccccc2C(=O)O)cc1[N+](=O)[O-]	-0.8	2.7	-4.7	/	-26.1%	0.0%	/	1.2%	11.5	-1.3	-0.7%
Cc1cc(C)cc(C(=O)N/N=C/c2ccoc2)c1	-3.1	2.0	5.3	/	-6.1%	2.1%	-1.9%	-0.1%	/	13.5	-0.1%
COc1cc(O)c(C(CCN2CCOCC2)c2ccc3c(c2)OCO3)c(OC)c1 (stereo not given)	-7.3&2.2	-3.8	?	?	1.4%	-3.5%	-1.2%	-3.9%	-0.3&-3.7	-5.1	-1.0%
COc1ccc(NC(=O)C2CCC(=O)N2C(=O)OCc2ccccc2)cc1 (stereo not given)	-16.1	-6.3	-17.2	1.6%	0.4%	2.3%	7.3%	1.8%	-1.3	-6.0	0.8%
Cn1cc(C2CC(c3ccccc3)=NN2C(=O)c2ccccc2)c2ccccc21 (stereo not given)	-28.4	-6.8	-9.2	?	9.0%	-1.8%	2.0%	3.9%	-1.6	23.9	-0.1%
NC(=O)CSc1nc2c(sc3ccccc32)c(=O)n1CCCC(=O)NCC1CCCO1 (stereo not given)	-0.1	-5.1	-18.3	/	-8.7%	3.2%	-2.8%	2.0%	-0.3	/	3.5%
Cc1c(OCC(=O)NC(Cc2ccc(Cl)cc2)C(=O)O)ccc2c3c(c(=O)oc12)CCC3 (stereo not given)	16.7	-1.4	-2.7	3.8%	0.7%	0.4%	/	2.1%	11.0	0.6	0.0%
O=C(Nc1nc2ccccc2n1CCN1CCOCC1)c1ccccc1	-17.6	-12.3	-5.1	0.0%	-20.4%	0.0%	4.5%	-2.8%	-12.6	6.2	-1.6%
CCCCN1CCCCC1C(=O)Nc1c(C)cccc1C (stereo not given)	-14.1	-7.6	0.8	-11.6%	/	/	/	0.4%	1.0	3.2	0.2%
COc1cccc(C=Nc2ccc3c(c2)CCC3)c1O	5.5	22.9	-2.0	17.9%	22.6%	1.8%	-2.4%	1.3%	-4.7	0.7	0.3%
CCC1=Nc2cc(C(=O)NCC3CCCO3)ccc2Sc2ccc(Br)cc21 (stereo not given)	-11.6	-0.3	-0.1	-2.9%	11.9%	-10.7%	-2.0%	-14.3%	-8.4	?	0.0%
O=C(Nc1ccon1)c1csc2ccccc12	1.4	-1.2	-5.9	9.9%	-1.6%	3.4%	-1.4%	-0.2%	2.3	-1.2	-0.2%
O=C(Nc1nc(-c2ccc(F)cc2)cs1)C1CCCO1 (stereo not given)	8.0	-1.2	-8.5	0.3%	-7.9%	9.5%	1.2%	0.9%	-0.3	?	-0.5%
Cn1ccsc1=NC(=O)c1ccccc1OC(F)F	9.5	1.6	0.4	/	-0.7%	-1.4%	-3.8%	2.3%	/	16.5	0.4%
COc1ccc(C2=NOC(C(=O)Nc3cc(Br)ccc3O)C2)cc1OC (stereo not given)	8.0	?	6.3	37.3%[activator]	6.6%	0.9%	0.4%	2.2%	0.5	5.4	0.1%
SMILES	Giardia kill	KCNH2 WT inh	KCNH2 3.1 inh	Menin MLL FP TR	CXXC DNA block	PKM2 act	GALK inhibitor	USP2a inh	FBPA coupling cs	TRPV1 ag	B2AR arrestin
CCN(CC(=O)Nc1cc(Cl)ccc1C)c1ncnc2sc(C)c(C)c12	23.1	-2.1	-8.9	-4.0%	-3.1%	-0.6%	-0.2%	2.3%	0.3	5.8	-0.1%
O=C(CSc1n[nH]c(-c2cccs2)n1)N1CCCc2ccccc21	-5.1	-38.0	-14.0	-17.0%	-0.6%	3.6%	1.7%	2.1%	1.7	7.7	0.1%
CN1CCN(C(=O)c2ccc(CS(=O)(=O)c3c(Cl)cccc3Cl)o2)CC1	-4.2	-10.8	12.2	-0.3%	-0.3%	-3.8%	-0.7%	-1.5%	-0.3	-1.3	-0.7%
Cc1ccc(S(=O)(=O)N2CCC(N3CCCCCC3)CC2)cc1	24.3	24.0	2.4	-7.2%	-15.6%	-1.3%	1.6%	1.6%	4.4	2.4	0.0%
Cn1c(SCC(=O)NCc2ccccc2)nc2ccccc21	-6.1	2.7	0.9	18.9%	-5.1%	-2.4%	2.6%	-1.9%	4.4	3.9	-0.4%
COC(CCN(C)C)(c1ccccc1)c1ccccc1	-6.6	-0.8	-11.6	-2.7%	7.7%	-3.8%	4.6%	-0.6%	0.6	-0.9	0.3%
Cc1cc(CNC(=O)CC2C(=O)NCCN2Cc2ccc(-c3ccccc3)cc2)nn1C (stereo not given)	-18.1	-8.9	1.2	-16.2%	-1.6%	2.1%	-1.0%	2.8%	-4.9	2.1	-0.4%
Cc1ccc[n+](-c2nc([O-])sc2/C=N/Nc2ccc([N+](=O)[O-])cc2)c1	-13.7	-1.1	-3.6	/	?	-10.9%	5.7%	7.6%	-0.6	2.1	-0.7%
CCOc1ccc(OCC(=O)Nc2nccs2)cc1	?	-2.3	27.6	1.2%	18.4%	-83.2%	?	-1.3%	1.9	2.4	0.2%
Cc1ccc2[nH]c3c(NCc4ccco4)ncnc3c2c1	-21.5	2.1	2.4	10.4%	1.2%	15.0%	-2.1%	2.2%	-2.9	4.4	-1.1%
COc1ccccc1OCCNC(=O)CN1C(=O)NC2(CCCCC2)C1=O	-14.9	-16.8	24.0	/	/	/	/	3.1%	/	-4.5	3.2%
COc1ccc(/C=N/NS(=O)(=O)c2ccc(C)cc2)cc1OC(=O)c1ccc(C)cc1	-5.1	4.5	-3.8	-25.1%	13.3%	-11.4%	-2.3%	-21.4%	-6.9	-0.3	0.3%
CC(NC(=O)c1ccc(Br)o1)C1CC2CCC1C2 (stereo not given)	18.5	2.2	-3.5	-11.7%	9.3%	-0.6%	-2.1%	-0.5%	0.7	21.9	0.0%
Cc1cccc(NC2=CC(=O)CC(C)(C)C2)c1C	2.9	-1.3	-7.5	-8.5%	8.6%	-4.6%	9.6%	-0.8%	-0.3	2.0	-0.6%
CCn1c(SCC(=O)Nc2ccccc2C)nc2nc3c(cc2c1=O)COC(C)(C)C3	4.3	5.6	-1.1	/	-3.1%	2.8%	6.1%	1.9%	-0.6	-0.9	0.2%

Some of the compounds tested; rates above refer to the full screens.
